# MBNL1 CUG block – qHTS Assay for Inhibitors of MBNL1-poly(CUG) RNA binding. AID 2675, 2010. hit rate 0.036% among 280,000. TR-FRET MBNL1-His/biotin-(CUG)12 binding, 665/545 ratio. Potency, µM (titrated, usually from 57.5 µM), inactives show at the top dose activity change, negative = inhibition, actives largely listed as inhibitors. Muscleblind-like protein 1 (Homo sapiens), Q9NR56; active = well fitted inhibition curve with a large enough effect in the signal ratio, with a control signal flat, not every such curve was filed as active; inconclusive = small, poorly fitted or top-dose-only effect, or effect the other way, or a change in a side signal; inactive = no such curve, though single readings can be large or run the other way; the % refers to the signal ratio; also: potency is read from the fitted curve at half-maximal effect; % is scaled to controls: 0 for no effect and ±100 for the full control effect
# Target sequence (Q9NR56 whole entry, looked up): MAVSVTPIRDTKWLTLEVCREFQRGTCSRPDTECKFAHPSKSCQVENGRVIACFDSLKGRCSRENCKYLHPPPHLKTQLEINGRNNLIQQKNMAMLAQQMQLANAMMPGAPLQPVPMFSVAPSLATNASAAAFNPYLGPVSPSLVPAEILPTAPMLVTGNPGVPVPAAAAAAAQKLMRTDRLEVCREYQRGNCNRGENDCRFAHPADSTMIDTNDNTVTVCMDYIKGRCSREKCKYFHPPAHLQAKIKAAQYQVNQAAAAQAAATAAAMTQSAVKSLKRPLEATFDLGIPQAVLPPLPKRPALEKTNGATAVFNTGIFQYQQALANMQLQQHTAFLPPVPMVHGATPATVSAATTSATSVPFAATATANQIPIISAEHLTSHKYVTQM
#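 Inhibition of protein-RNA binding appears as loss of TR-FRET between terbium anti-His antibody on MBNL1-His and streptavidin-XL665 on biotin-(CUG)12. Activity is normalized to buffer-only and uninhibited-complex controls.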
# TSHR antag – Antagonists of the Thyroid Stimulating Hormone Receptor: HTS campaign; Thyrotropin receptor (Homo sapiens), P16473; TSHR-expressing cells, TSH-stimulated cAMP HTRF, 2 h; active compounds read low; activity change, negative = inhibition, % at 11.5 µM; hit rate 0.2% among 330,000; AID 504810, 2011;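 active = activity change below a set negative limit, meaning inhibition stronger than a set level, cut at about -70% in these data; inconclusive = activity change between two set negative limits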; also: % is scaled to controls: 0 for no effect and ±100 for the full control effect
#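 TSHR-expressing cells, 200/well, pre-treated with compound, then stimulated with EC80 TSH (4nM final) for 2 hours at 37 deg C. cAMP measured by competitive HTRF: anti-cAMP cryptate antibody in lysis buffer plus cAMP-d2, read after 30 minutes at room temperature.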
# CXXC DNA block – qHTS Fluorescence Polarization Assay for Inhibitors of MLL CXXC domain - DNA interaction; Potency, µM (titrated, usually from 115 µM), for the others: top-dose activity change, negative = inhibition, actives largely listed as inhibitors; AID 2662, 2010; Histone-lysine N-methyltransferase 2A (Homo sapiens), Q03164; hit rate 0.037% among 290,000; MLL-CXXC / FITC-HOXA9 DNA fluorescence polarization; active = well fitted inhibition curve with a large enough effect in the polarisation, with a control signal flat, not every such curve was filed as active; inconclusive = small, poorly fitted or top-dose-only effect, or effect the other way, or a change in a side signal; inactive = no such curve, though single readings can be large or run the other way; the % refers to the polarisation; also: potency is read from the fitted curve at half-maximal effect
#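 Steps: dispense CXXC domain solution (7 uM) → pin compounds or unlabeled HOX-A9 DNA control → 5 min ambient → add FLSN-HOX-A9 solution (50 nM) → spin → 30 min ambient → fluorescence polarization. Tris pH 7.5/NaCl/DTT/BSA buffer.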
# Integrin act MD – qHTS for Activators of Integrin-Mediated Alleviation for Muscular Dystrophy; alpha7betagal myoblasts, beta-gal FDG fluorescence, 48 h; Potency, µM (highest dose often 38.3 µM), for inactives: at the highest dose activation, usual class: activators; hit rate 0.064% among 350,000;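 also: potency is read from the fitted curve at half-maximal effect; 100% = response of the positive control SU9516; nearly all actives have a fitted effect of over 60% in size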
#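 Alpha7betagal+/- myoblasts (passage 13) were plated 16-24 hr, then exposed to compounds (1:260 dilution of DMSO stock) for 48 hours at 37C. After MPER lysis, β-galactosidase reporter activity was read as FDG fluorescence (ex 480/em 540) after 30 minutes.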
# TCR activator – Activators of T cell receptors: qHTS campaign; primary human leukocytes, anti-CD3, IL-2 HTRF, 48 h; AID 504894, 2011; Potency, µM (doses to about 9.22 µM), inactives show at the highest dose activation of IL-2 secretion, usual class: activators; 330,000 tested, under 10 active; also: % of control where 0% means no effect
#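 Primary human leukocytes were stimulated with a-CD3 beads plus compounds for 48 hr without co-stimulation; secreted IL-2 was quantified by HTRF using a-IL-2-K (europium cryptate) and a-IL-2-d2, excited at 320nm with acceptor emission read at 665nm.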
# PTAP TSG101 blk – qHTS Assay for Iinhibitors of HIV-1 Budding by Blocking the Interaction of PTAP/TSG101; Tumor susceptibility gene 101 protein (Homo sapiens), Q99816; Fluorescence polarization, FITC-PTAP peptide / Tsg101 binding; Potency, µM (top dose mostly 115 µM), for the others: at the top dose activity change, negative = inhibition, hits mostly inhibitors; 340,000 tested, under 10 active; active = well fitted inhibition curve with a large enough effect in the main read-out, with a control signal flat, not every such curve was filed as active; inconclusive = small, poorly fitted or top-dose-only effect, or effect the other way, or a change in a side signal; inactive = no such curve, though single readings can be large or run the other way; also: potency is read from the fitted curve at half-maximal effect; % of control where 0% means no effect
#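 Fluorescence polarization binding of Tsg101 binding domain (10 uM final) to FITC-labeled PTAP peptide (50 nM final) in HEPES pH 7.5 buffer with NaCl, Tween 20, EDTA, TCEP. Compounds added before peptide; binding 20 min at RT.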
# ASM inhibitor – Inhibitors of Secretory Acid Sphingomyelinase (S-ASM): qHTS; AID 504937, 2011; placental ASM, HMU-PC fluorogenic substrate, 60 min; hit rate 0.006% among 340,000; Sphingomyelin phosphodiesterase (Homo sapiens), P17405; Potency, µM (series often up to 57.5 µM), for the others: top-dose activity change, negative = inhibition, hits mostly inhibitors; also: potency is read from the fitted curve at half-maximal effect
# Target sequence (P17405 47-631 limits assumed): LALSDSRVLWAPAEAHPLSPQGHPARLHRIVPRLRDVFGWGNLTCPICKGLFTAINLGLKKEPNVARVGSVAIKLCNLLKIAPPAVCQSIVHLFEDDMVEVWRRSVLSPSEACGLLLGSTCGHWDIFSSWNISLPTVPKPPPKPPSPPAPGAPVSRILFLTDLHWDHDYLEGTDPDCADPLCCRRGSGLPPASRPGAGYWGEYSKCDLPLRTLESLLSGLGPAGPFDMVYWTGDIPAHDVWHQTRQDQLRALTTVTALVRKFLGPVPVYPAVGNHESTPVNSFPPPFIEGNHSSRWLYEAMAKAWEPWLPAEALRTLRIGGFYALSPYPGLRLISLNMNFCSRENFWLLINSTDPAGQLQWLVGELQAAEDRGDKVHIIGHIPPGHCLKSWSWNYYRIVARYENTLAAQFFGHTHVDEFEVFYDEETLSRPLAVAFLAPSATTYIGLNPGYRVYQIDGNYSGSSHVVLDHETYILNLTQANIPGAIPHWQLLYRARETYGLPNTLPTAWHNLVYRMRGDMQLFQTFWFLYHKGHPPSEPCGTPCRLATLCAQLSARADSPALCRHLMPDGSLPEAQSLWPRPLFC
#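 qHTS format. ASM enzyme prepared from human placenta hydrolyses the fluorogenic substrate HMU-PC0 (9 uM final) over 60 min at 37 °C after a 10 min compound preincubation.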
# Menin-MLL TR inh – qHTS Assay for Inhibitors Targeting the Menin-MLL Interaction in MLL Related Leukemias: Competition With Texas Red Labeled MLL-derived Mutant Peptide | Menin + Texas Red MLL mutant peptide, fluorescence polarization | Potency, µM (series often up to 61.6 µM), inactives show top-dose FP activity change, negative = inhibition, usual class: inhibitors | hit rate 0.23% among 270,000 | AID 1768, 2009; active = well fitted inhibition curve with a large enough effect in the polarisation, with a control signal flat, not every such curve was filed as active; inconclusive = small, poorly fitted or top-dose-only effect, or effect the other way, or a change in a side signal; inactive = no such curve, though single readings can be large or run the other way; the % refers to the polarisation; also: potency is read from the fitted curve at half-maximal effect; % of control where 0% means no effect; many of its hits are not listed in these tables
# AT treatment – qHTS Assay for Identifying a Potential Treatment of Ataxia-Telangiectasia; […] A-T fibroblasts, KAP-1 phosphorylation AlphaLISA; neocarzinostatin DNA damage 30 min before lysis; Potency, µM (highest dose often 57.5 µM), for the others: at the top dose activation, usual class: activators; hit rate 0.19% among 320,000; AID 485349, 2010; also: potency is read from the fitted curve at half-maximal effect; % of control where 0% means no effect; nearly all actives have a fitted effect of over 45% in size
#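 hTERT-immortalized A-T patient fibroblasts ([…]), 500 cells/well in OPTI-MEM, 1% FBS, got compounds for 60 min, then NCS for 30 min at 37C. Lysates were then assayed for phospho-KAP-1 by AlphaLISA (anti-pKAP1 donor, anti-KAP1 acceptor beads), 6 hr at 25C.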
# Mito fusion act – qHTS Assay for Small Molecule Inhibitors of Mitochondrial Division or Activators of Mitochondrial Fusion. hit rate 0.23% among 320,000. Potency, µM (titrated, usually from 46.1 µM), inactives show at the highest dose growth rescue (activation), most hits filed as activators. S. cerevisiae fusion-defective mutant growth rescue, CellTiterGlo 48 h. AID 485298, 2010;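 also: potency is read from the fitted curve at half-maximal effect; % of control where 0% means no effect; nearly all actives have a fitted effect of over 45% in size; temperature-sensitive fusion mutants such as fzo1-1 at 37 °C on non-fermentable ethanol glycerol medium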
#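 Compounds are tested for their ability to restore growth of mitochondrial fusion-defective yeast strains at non-permissive 37C in YPEG medium over 48 hours. Viability is quantified by luciferase luminescence.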
# An asterisk follows results filed as active; ? = inconclusive; . = not tested or not shown; [ ] = another dose, or the depositor's remark. Unless noted, calls follow the shape of the dose curve; as a rule, active = well fitted curve in the direction sought with a large enough effect; inconclusive = small, poorly fitted or top-dose-only effect, or another doubt; inactive = no such curve, though single readings can be large; an effect the other way counts as inactive or inconclusive. Not all compounds are listed; count on the stated rates, not on these rows.
SMILES,MBNL1 CUG block,TSHR antag,CXXC DNA block,Integrin act MD,TCR activator,PTAP TSG101 blk,ASM inhibitor,Menin-MLL TR inh,AT treatment,Mito fusion act
Cc1ccc(C)c(NC(=S)NCCc2ccc(F)cc2)c1,-6%,1,-5%,-14%,3%[46.1 µM],-5%,-4%,0%,-6%,23%
O=C1[C@@H]2C(c3cccnc3)=NO[C@@H]2C(=O)N1c1ccc(Cl)cc1Cl,.,5,3%,22%,-5%,0%,-3%,.,-5%,1%
COc1cccc(C(=O)NC(=S)Nc2ccc3c4c(cccc24)CC3)c1,1%,0,14%,-31%[inhibitor],-3%,-2%,-5%,7%,0%,-16%
CCOC(=O)C1=C(Cn2cnc3ccccc32)NC(=O)NC1c1ccc(OC)cc1 (centres undefined),3%,1,-5%,9%,-1%,-5%,5%,?,.,1%
COc1ccc(C2=Nn3c([n+](C)c4ccccc43)SC2)cc1,?,-3,-13%,-1%,-2%,-2%,-2%,1%,-5%,3%
O=C(O)c1cccc(NS(=O)(=O)c2ccc3c4c(cccc24)C(=O)N3)c1,?,-23,5%,14%,4%,-6%,4%,-13%,2%,-4%
CC(C)Cc1cc(C(=O)Nc2ccc(F)cc2F)no1,-12%,1,-6%,0%,0%,0%,-3%,23%,-3%,5%
CCC(C)NC(=O)CSc1nc2ccccc2c(=O)n1CCCN1CCCCC1 (centres undefined),-1%,-1,-4%,-1%,-1%,3%,-1%,-3%,0%,-2%
CCOC(=O)C1=C(C)N(C2CCCCC2)C(=O)C1,3%,-3,10%,-16%,-7%,-2%,2%,-7%,-2%,-1%
COc1ccc(NC(=O)CC(=O)Nc2ccc(OC)cc2OC)c(OC)c1,-10%,0,4%,-5%,1%,-1%,-2%,-6%,-9%,3%
Cc1c(C(=O)N2CCCC2)c(S(=O)(=O)Nc2cccc(Br)c2)c(C)n1C,0%,11,-4%,?,-9%,-2%,-3%,.,-5%,1%
COc1ccc(Br)cc1-c1noc(-c2ccccc2)n1,23%,-5,6%,-4%,1%,-1%,-1%,0%,-1%,17%
CC(C)(C)C(=O)NC1CC2CCCC(C1)N2C(=O)Nc1ccccc1Cl (centres undefined),-7%,-3,3%,-17%,-1%,-1%,0%,-12%,3%,-1%
CC(=O)c1ccc(N2CCN(C(=O)CCCn3c(=S)[nH]c4cc5c(cc4c3=O)OCO5)CC2)cc1,10%,-24,3%,-15%,-1%,-1%,-3%,-5%,-1%,1%
Cc1cccc(N(CC(=O)N2CCCC2)S(C)(=O)=O)c1,-9%,1,10%,18%,-5%,1%,5%,-10%,16%,2%
O=c1sc(N2CCN(c3ccccc3F)CC2)nc2ccsc12,4%,-3,1%,-3%,2%,2%,14%,-5%,23%,1%
Cc1cccc2sc(N(CCCN(C)C)C(=O)c3nc4ccccc4s3)nc12,.,-6,21%,-19%,-7%[46.1 µM],2%,-12%,-11%,1%,1%
COC(=O)C1OC1c1cc([N+](=O)[O-])ccc1OC (centres undefined),.,.,.,-10%,-4%,-1%,2%,.,.,.
COc1ccc(C(CNC(=O)c2cc(C)on2)N(C)C)cc1 (centres undefined),1%,-7,4%,-123%[inhibitor],-3%,-4%,6%,-15%,5%,-5%
COc1ccc(CNC(=O)Cn2cncn2)cc1OC,1%,16,5%,6%,-5%,0%,-2%,2%,2%,-6%
C/C(=N/NC(=O)Cn1nc2ccccc2n1)c1ccc(F)cc1,-12%,8,3%,8%,6%[46.1 µM],3%,0%,-11%,12%,1%
Cn1c(=O)n(C)c2cc(/C=N/NC(N)=S)ccc21,6%,-1,1%,19%,-1%,3%,0%,-8%,9%,-4%
Cc1c(Cl)c([N+](=O)[O-])nn1CCCC(=O)Nc1cc(Cl)ccc1Cl,3%,1,1%,19%,0%[46.1 µM],-2%,-6%,-1%,9%,1%
NC(=O)C1CCN(C(=O)c2cc3n(n2)C(C(F)(F)F)CC(c2ccco2)N3)CC1 (centres undefined),-5%,13,3%,-10%,1%,-1%,2%,11%,19%,9%
O=C(NCCN1CCOCC1)/C(=C\c1ccccc1F)NC(=O)c1ccccc1,-4%,-3,14%,-1%,3%,-1%,5%,.,1%,1%
NC(=O)CN1C(=O)C(=O)N(Cc2cccc(Cl)c2)C1=O,-3%,-3,?,-6%,-2%,-3%,-1%,3%,18%,.
Cc1cc(N2CCOCC2)nc(-c2ccc([N+](=O)[O-])cc2)n1,?,13,-9%,-7%,-1%,-2%,-4%,32%[activator],-5%,4%
COc1ccc(N2CCN(C(CNC(=O)COc3ccccc3)c3ccco3)CC2)cc1 (centres undefined),.,-17,.,-8%,0%,-2%,-13%,.,-10%,9%
CCN1C(=Nc2ccc(Cl)cc2)SC/C1=C\C(=O)OC,-6%,-14,0%,-17%,.,-3%,-8%,-2%,7%,1%
O=C(CNC(=O)c1ccc(Br)cc1)c1ccccc1,2%,11,13%,27%,13%,2%,-2%,?,5%,-2%
COc1ccc(-n2cnnc2SCC(=O)Nc2cccc(S(N)(=O)=O)c2)cc1,-5%,2,-3%,1%,7%,0%,-1%,2%,-1%,1%
COc1ccc2[nH]c(=O)c(CN(C(=O)c3ccccn3)c3ccccc3)cc2c1,3%,-10,-3%,9%,1%,-1%,42%[activator],-4%,0%,2%
Clc1cccc(OCc2nnc(-c3ccccc3Br)o2)c1,-3%,-24,39%[activator],2%,-2%,-4%,2%,16%,19%,5%
COCc1cc(C)n(CC(=O)NCC2CCCO2)c(=O)c1C#N (centres undefined),-2%,5,3%,?,3%,-1%,4%,?,6%,-9%
CC(NC(=O)c1ccc(Cl)c(Cl)c1)c1ccc(-c2ccccc2)cc1 (centres undefined),-12%,-16,1%,3%,5%,-9%,-6%,39%[activator],0%,-6%
CC(=O)Nc1ccc(N(C(=O)c2cnccn2)C(C(=O)NC2CCCCC2)c2ccc(O)cc2)cc1 (centres undefined),4%,2,0%,30%,7%,-6%,3%,?,4%,0%
CN(C)C(=O)CN1CCN(Cc2nc(CC3CC3)no2)CC1,-1%,28,-6%,4%,0%,-1%,9%,.,-11%,-2%
O=Cc1cccc(Oc2ncccn2)c1,-6%,8,3%,0%,-5%,-2%,3%,-24%,2%,3%
CC1=CC=CC2=NC(=O)CC(C)(C(=O)N(CC(=O)NC(C)C)C3CCCC3)N12 (centres undefined),-1%,-6,-2%,-11%,.,.,23%,1%,0%,2%
CC(=O)Nc1ccc(NC(=O)CC(C)n2ccnc2)cc1 (centres undefined),-9%,-4,-1%,-2%,14%,1%,5%,12%,3%,-9%
C/C(=N\NC(=O)Cc1ccccc1)c1cccnc1,4%,-5,-2%,-13%,-1%,-3%,-1%,.,7%,-2%
COc1ccc(CNC(=O)CC2C[C@H](C(=O)N3CCOCC3)[C@@]3(CCC4CCCC4)c4[nH]c5ccccc5c4CCN3C2=O)cc1OC (some centres undefined),.,-5,.,-15%,-2%,-4%,-3%,.,12%,.
CC(=O)Nc1ccc(NC(=O)CCCSc2nc3ccccc3[nH]2)cc1,-14%,13,?,11%,2%,0%,2%,.,5%,5%
CCNC(=O)N(C(=O)NCC)n1c(C)nnc1C,-3%,5,3%,-7%,0%,-2%,0%,6%,3%,1%
COc1cc2cc(CN(Cc3cccs3)C(=S)Nc3cccc(C)c3)c(=O)[nH]c2cc1OC,0%,-15,1%,.,-2%[46.1 µM],.,.,-22%,.,9%
CCOc1ccc(NC(C)c2cc(Cl)ccc2O)cc1 (centres undefined),3%,-3,21%,-17%,-2%,0%,-2%,57%[activator],-6%,-6%
CCOc1ccc2nc(NC(=O)c3cc([N+](=O)[O-])ccc3N3CCOCC3)sc2c1,.,-15,-1%,-10%,5%[46.1 µM],-1%,-9%,?,-11%,19%
CCN(CC)C(=O)c1oc2ccc(S(=O)(=O)N3CC(C)CC(C)C3)cc2c1C (centres undefined),-5%,-31,-3%,-54%[inhibitor],-4%,-4%,-15%,-9%,3%,-2%
